Screening results: PubChem BioAssay, several laboratories
hK5 inh: blocks human kallikrein 5 protease activity; Q9Y337; recombinant hK5, fluorogenic AMC substrate cleavage; inhibition, % at 5 µM; hit rate 0.59% among 210,000; AID 873;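 active = inhibition of 40% or more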;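 also: 0% = enzyme controls without compound and 100% = no-enzyme blanks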
Thrombin inh: blocks human thrombin protease activity | P00734 | hit rate 0.26% among 220,000 | alpha-thrombin, Boc-VPR-AMC fluorogenic substrate cleavage | inhibition, % at 5 µM;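 active = inhibition at or above 40%; inactive = inhibition below 40%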;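 also: 0% = enzyme with no compound and 100% = wells without enzyme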
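System – human alpha-thrombin protein · Reagent – Boc-VPR-AMC substrate, 15 µM final · Compound – 5 µM single dose in 0.2% DMSO · Schedule – reaction at room temperature · Technique – AMC fluorescence at 355 nm excitation and 460 nm emission · Read-out basis – % inhibition relative to enzyme controls and enzyme-free blanks · Control set – no-compound enzyme wells and no-enzyme blanks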
NCF1 inh: blocks human p47phox regulatory protein of NADPH oxidases | p47phox/p22phox peptide binding, fluorescence polarization, 2 h | hit rate 0.53% among 220,000 | inhibition, % at 24.7 µM | P14598 | AID 1274;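 also: 0% = p47phox with labelled peptide and 100% = labelled peptide alone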
14-3-3 Bad inh: disrupts binding of bovine 14-3-3 zeta to phospho-Bad peptide; inhibition, % at 21.7 µM; AID 781; P63103; TR-FRET 14-3-3zeta/Dy647-pBad peptide displacement, 1 h; hit rate 0.71% among 220,000;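 active = inhibition above about 70%, limit read from the data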;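 also: 0% = full 14-3-3 plus peptide FRET controls and 100% = background without 14-3-3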
eIF4E-4G inh: blocks eIF4E binding to eIF4G | inhibition, % at 21.7 µM | hit rate 0.37% among 220,000 | P63073+Q04637 | AID 782 | TR-FRET eIF4E-eIF4GI(517-606) binding, 2 h;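 also: 0% = full FRET control wells and 100% = background wells lacking eIF4GI fragment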
EBV gp42 block: EBV gp42 inhibition; inhibition, % (tested at 21.74 µM); hit rate 0.42% among 220,000; Q1HVG2; Fluorescence polarization binding assay, mP read-out; AID 1085; in the data active = inhibition above about 50%
KCC2 mod: modulators of human KCC2 chloride dependent transport | Q9H2X9 | hit rate 2.2% among 190,000 | AID 1456 | KCC2 cells, thallium flux FluoZin-2 fluorescence | B-score of Tl+ flux slope (higher = more flux/activation; lower = inhibition) at 10 µM;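 active = thallium flux slope and its plate-corrected score both differing from the plate sample mean at a set confidence after two filtering rounds, in either direction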;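 also: slope of fluorescence scaled to starting intensity during 10 to 20 s after thallium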
Rad51 HR inh: Rad51 (human) homologous recombination inhibition; AID 1385; Q06609; hRad51 DNA strand exchange, fluorescence dequenching; inhibition, % at 10 µM; hit rate 0.085% among 200,000;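 active = inhibition above 40% at the single screening dose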;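 also: 0% = DMSO control wells and 100% = blanks with heterologous ssDNA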
Target sequence (Q06609 whole entry, looked up): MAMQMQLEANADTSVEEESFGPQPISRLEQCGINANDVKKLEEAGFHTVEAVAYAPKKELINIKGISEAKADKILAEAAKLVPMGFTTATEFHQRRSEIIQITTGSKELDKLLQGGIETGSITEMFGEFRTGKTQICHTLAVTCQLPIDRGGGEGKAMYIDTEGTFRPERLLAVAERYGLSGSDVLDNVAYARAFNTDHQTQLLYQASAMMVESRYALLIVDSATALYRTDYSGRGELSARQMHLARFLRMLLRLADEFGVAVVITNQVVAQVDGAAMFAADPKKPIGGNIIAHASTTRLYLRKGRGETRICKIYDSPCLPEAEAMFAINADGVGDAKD
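Assay system: Human Rad51 nucleoprotein filaments preassembled on unlabelled ssDNA | Reagent: Donor/quencher-labelled 47-bp dsDNA substrate | Doses: One concentration, 10 µM final | Times: 37 °C 15-min filament assembly, 30-min compound preincubation, 15-min exchange | Technique: Fluorescein emission 520 nm, excitation 485 nm | Benchmarks: Plate control and blank wells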
Furin inh: human furin inhibition; AID 463115; P09958; inhibition, % at 30 µM; hit rate 0.061% among 220,000; purified furin, fluorogenic substrate cleavage; in the data active = inhibition above about 25%; also: inactives centre near -15
Target sequence (P09958 108-714 limits assumed): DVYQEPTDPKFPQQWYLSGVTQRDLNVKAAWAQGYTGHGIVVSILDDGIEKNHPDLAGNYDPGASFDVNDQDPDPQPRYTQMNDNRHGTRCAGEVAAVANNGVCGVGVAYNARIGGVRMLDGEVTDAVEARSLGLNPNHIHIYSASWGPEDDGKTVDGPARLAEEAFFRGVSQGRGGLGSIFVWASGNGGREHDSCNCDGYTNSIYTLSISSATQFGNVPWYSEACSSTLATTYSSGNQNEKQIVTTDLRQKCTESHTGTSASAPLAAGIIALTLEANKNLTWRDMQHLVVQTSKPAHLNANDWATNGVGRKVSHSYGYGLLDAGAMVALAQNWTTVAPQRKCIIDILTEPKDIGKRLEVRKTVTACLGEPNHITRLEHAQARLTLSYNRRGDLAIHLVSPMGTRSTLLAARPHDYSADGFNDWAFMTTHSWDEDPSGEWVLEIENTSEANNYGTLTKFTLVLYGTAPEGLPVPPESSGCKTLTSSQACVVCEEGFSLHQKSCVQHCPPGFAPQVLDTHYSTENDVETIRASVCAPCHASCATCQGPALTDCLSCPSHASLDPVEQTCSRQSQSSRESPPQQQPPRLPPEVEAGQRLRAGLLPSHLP
* hit, by the source's call; . = no result given; [ ] = remark or other dose.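 The calls were made as follows, unless noted: active = inhibition above about 30% (limit read from the data); inactive = the rest.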

| structure | hK5 inh | Thrombin inh | NCF1 inh | 14-3-3 Bad inh | eIF4E-4G inh | EBV gp42 block | KCC2 mod | Rad51 HR inh | Furin inh |
| --- | --- | --- | --- | --- | --- | --- | --- | --- | --- |
| Cc1onc(C(=O)N2CCOCC2)c1[N+](=O)[O-] | . | -2 | 1 | 0 | 1 | -1 | 0.52 | . | -6 |
| c1nc(N2CCCC2)c2[nH]cnc2n1 | -4 | 2 | -5 | -6 | 5 | -13 | 0.37 | 0 | -12[20 µM] |
| O=C(Cn1cnc2c(nnn2Cc2ccc(F)cc2)c1=O)NCc1ccccc1 | -3 | -7 | -2 | 2 | 1 | -8 | -4.2 | . | -27 |
| COc1ccc(-n2c(=O)c(NC(=O)c3ccccc3)c3n(c2=S)CCCCC3)cc1 | 2 | -12 | 13 | -11 | 0 | 10 | 0.6 | 11 | -12 |
| CCCC(CCC(=O)Nc1cccc([N+](=O)[O-])c1)C(=O)O (stereo not drawn) | 5 | 1 | -5 | -6 | 2 | -18 | 0.39 | 6 | -16 |
| NS(=O)(=O)c1ccc(NC(=O)CSc2ncnc3ccccc23)cc1 | -5 | -2 | -10 | 2 | 3 | 2 | -0.61 | -29 | -13 |
| O=c1c(-c2ccc(Cl)cc2)coc2c(CN3CCOCC3)c(O)ccc12 | -16 | -10 | -12 | -1 | 7 | -6 | . | 7 | -27 |
| COc1cc2ccccc2cc1C(=O)OCC(=O)NC1CCS(=O)(=O)C1 (stereo not drawn) | -8 | -25 | 1 | -5 | 0 | 0 | -0.17 | -6 | -35 |
| CCNC(=O)C1(c2ccccc2)CCCC1 | -5 | -3 | 3 | 4[fluorescence artefact?] | -2[fluorescence artefact?] | 4 | -0.081 | -1 | -6[20 µM] |
| NS(=O)(=O)c1ccc(-c2ccc(/C=C3\C(=O)Nc4cc(Cl)ccc43)o2)cc1 | 1 | 0 | 4 | 75* | 22 | 42 | -0.21 | -29 | -13 |
| Clc1ccc(-c2cc3ccccc3[nH]2)cc1 | -5 | -2 | -15 | 7 | 3 | -6 | 0.7 | 8 | -25[20 µM] |
| Cc1ccc(/C=N/N2CCN(Cc3cccc4ccccc34)CC2)o1 | 0 | -16 | -19 | 1 | 3 | -2 | -0.74 | 9 | -24[20 µM] |
| CCN(CC)S(=O)(=O)c1ccc(N2CCOCC2)c(NC(=O)C(=O)c2c(-c3ccccc3)cc3ccccn23)c1 | 3 | -2 | -15 | -10 | -1 | -8 | -2.3 | 1 | -9[20 µM] |
| O=C1NCCCC1C(=O)NCCN1C(=O)CCC1=O (stereo not drawn) | -4 | 4 | -2 | 2 | -7 | -12 | . | -6 | -23 |
| CCOc1ccccc1C(=O)N[C@H](C(=O)OCc1cc([N+](=O)[O-])cc2c1OCOC2)C(C)C | -8 | -6 | -1 | -3 | 2 | 9 | -2 | 3 | -12 |
| O=[N+]([O-])c1ccc(NCCCO)c(C(F)(F)F)c1 | -13 | 0 | -10 | -2 | -2 | -14 | 0.1 | 15 | -16 |
| Cc1ccc(OCCCC(=O)Nc2ccc(S(N)(=O)=O)cc2)cc1 | 8 | -8 | -9 | -18 | 0 | -2 | 1.7 | -2 | -26 |
| Cc1cc(NC(=O)CCC(=O)N(CC(=O)NC2CCCC2)c2ccccc2)no1 | -9 | 0 | -6 | -10 | 0 | -5 | 0.89 | 2 | -25[20 µM] |
| CNC(=S)NNC(=O)c1ccc2c(c1)OCO2 | -1 | 6 | 2 | -12 | 2 | -8 | 0.43 | 18 | -18 |
| CCOC(=O)c1nn(-c2ccc(C)cc2)cc1C(=O)c1ccccc1 | -16 | -1 | -8 | 0 | 5 | 2 | 0.035 | -2 | -11[20 µM] |
| Cn1cc(S(=O)(=O)N2CCN(Cc3ccccc3)CC2)c(=O)n(C)c1=O | -17 | -8 | -3 | 2 | -1 | 2 | 0.54 | -1 | -12 |
| Cc1cc(C)c(NC(=O)CN2CCC(NC(=O)NC3CCCCC3)CC2)c(C)c1 | -2 | -9 | -7 | 5 | -3 | -4 | . | -4 | -21 |
| COc1cc(/C=N/NC(=O)COc2cc(C)cc(C)c2)ccc1OS(=O)(=O)c1ccc(C)cc1 | -4 | -4 | -17 | 4 | -3 | 8 | 0.83 | 5 | -17 |
| Cc1csc(=Nc2cccnc2)n1CC1CCCCC1 | -5 | -5 | -4 | -5 | 2 | 1 | 0.24 | -5 | -11 |
| O=C(OCC(=O)N1CCN(c2ccccc2)CC1)c1cccc(Cl)c1 | -4 | 5 | -22 | -5 | 4[fluorescence artefact?] | -15 | -1.1 | 1 | -2[20 µM] |
| CSc1ccccc1N1CCN(C(=O)Nc2ccc3c(c2)NC(=O)CO3)CC1 | 5 | -3 | -3 | -8 | 1 | -12 | . | 4 | -7[20 µM] |
| O=C(NNC(=O)c1nn(-c2ccc(F)cc2)ccc1=O)c1ccccc1Cl | -1 | -1 | 13 | -4 | 2 | 1 | 1.2 | 11 | -21 |
| CN1C(=O)[C@@H]2[C@@H]3C[C@@H]([C@H]4ON=C(c5ccccc5OCC#N)[C@@H]34)[C@@H]2C1=O | -9 | -12 | -3 | 9 | 3 | -7 | -0.23 | 8 | -33 |
| Cn1c(CC(=O)Nc2ccc(Cl)c(Cl)c2)nnc1SCC(=O)NCc1ccccc1 | -8 | -4 | 1 | -10 | 2 | 3 | 0.44 | 6 | -20 |
| N=P(N1CCOCC1)(N1CCOCC1)C12CC3CC(CC(C3)C1)C2 | -1 | -2 | -10 | -2 | 0 | -2 | 0.33 | 2 | -27 |
| CCOC(=O)c1cc(NC(=O)CC(C)(C)CC(=O)O)ccc1N1CCCCC1 | 1 | -8 | -11 | -5 | 0 | -13 | 0.1 | . | -12 |
| S=C(Nc1ccc(Cl)cc1)NN1CCOCC1 | -5 | -2 | -11 | 4 | 3 | -20 | 0.021 | -4 | -24 |
| CCOC(=O)C(CCC(=O)O)(CCC(C)C)c1csc(N)n1 (stereo not drawn) | 1 | -2 | -8 | 6 | -2 | -20 | . | 8 | -17[20 µM] |
| Cc1cc(Br)ccc1SCC(=O)OCC(=O)NC1CC1 | -2 | 4 | -5 | 3 | -6 | 1 | 0.31 | -5 | -20 |
| Cc1cc(C)cc(N(CCC(=O)O)S(=O)(=O)c2ccc3ccccc3c2)c1 | 5 | -1 | -5 | -5[fluorescence artefact?] | 1[fluorescence artefact?] | -4 | -2.5 | -25 | -15 |
| C=CCOC(=O)CCCC(=O)NC1CCCCC1 | 5 | -1 | -10 | -4 | -4 | -13 | 0.57 | . | -21[20 µM] |
| O=C(NCc1ccco1)C(=O)NCC1OCCN1C(=O)c1ccc(Cl)cc1 (stereo not drawn) | 2 | -3 | -1 | -3 | -3 | -3 | -0.81 | 3 | -17 |
| O=C(O)c1nn(-c2ccccc2)c(-c2ccccc2)c1C(=O)c1ccccc1 | -18 | -15 | -6 | -9 | 6 | -2 | 0.68 | 9 | -9 |
| Cc1ccc(S(=O)(=O)N2CC(O)CC2C(=O)Nc2ccc3c(c2)CCC3)cc1 (stereo not drawn) | -27 | 3 | -43 | -1 | 1 | -15 | -0.54 | 1 | -15 |
| Nn1c(SCC(=O)NC2CCCCC2)nnc1C1CC1 | -21 | -8 | -6 | -7[fluorescence artefact?] | -8 | -7 | 1.1 | -2 | 11[20 µM] |
| COc1ccc2c(c1)CCCN2C(N)=Nc1ccc(Cl)cc1 | -3 | -3 | -10 | 1 | 1 | 11 | -0.38 | 1 | -25 |
| COc1ccc(NC(=O)Nc2cc(NC(=O)Nc3ccc(OC)cc3)c(C)nc2C)cc1 | -13 | 2 | 16 | 27 | 1[fluorescence artefact?] | -18 | 0.28 | 3 | -12 |
| O=C1SC(c2ccccc2)=C/C1=C\N1CCCCC1 | 3 | 0 | -21 | 0[fluorescence artefact?] | -5[fluorescence artefact?] | -9 | -1.6 | 10 | -14 |
| O=C(CN1C(=O)NC2(CCCCCC2)C1=O)N1CCN(S(=O)(=O)c2ccc(Cl)cc2)CC1 | 18 | 7 | -6 | 6[fluorescence artefact?] | 0 | 1 | -0.019 | 0 | -17[20 µM] |
| Cc1ccc(-n2nc(CN3CCOCC3)c(-c3ccccc3)c2N)c(C)c1 | -9 | -14 | -7 | 6 | 3[fluorescence artefact?] | -2 | -0.59 | -3 | -27 |
| COC/C=C/C1=CC2=CC(=O)C(C)(OC(=O)c3cnc4ccccc4n3)C(=O)C2=CN1Cc1ccc(OC)cc1 (stereo not drawn) | 4 | 2 | -2 | -3 | 5 | 4 | 0.19 | 5 | -4 |
| COc1ccc(OC)c(/C=N/NC(=O)Cc2nc3ccccc3[nH]2)c1 | -20 | 5 | -7 | 22[fluorescence artefact?] | -38 | 0 | -0.92 | 5 | -26 |
| COc1ccc(CNC(=S)N2CCN(Cc3ccccc3)CC2)cc1 | -3 | 0 | -12 | 12 | -2 | 4 | -3.1 | 11 | -24 |

The final two compounds of the part above open the next one:
| structure | hK5 inh | Thrombin inh | NCF1 inh | 14-3-3 Bad inh | eIF4E-4G inh | EBV gp42 block | KCC2 mod | Rad51 HR inh | Furin inh |
| --- | --- | --- | --- | --- | --- | --- | --- | --- | --- |
| COc1ccc(OC)c(/C=N/NC(=O)Cc2nc3ccccc3[nH]2)c1 | -20 | 5 | -7 | 22[fluorescence artefact?] | -38 | 0 | -0.92 | 5 | -26 |
| COc1ccc(CNC(=S)N2CCN(Cc3ccccc3)CC2)cc1 | -3 | 0 | -12 | 12 | -2 | 4 | -3.1 | 11 | -24 |
| COc1ccc(OC)c(NC(=O)Cn2cnc3c(cnn3-c3ccccc3)c2=O)c1 | -3 | 0 | -6 | 64 | 0 | -4 | -1.5 | 1 | -24 |
| COc1ccccc1C(O)P(=O)(OC(C)C)c1ccc(N(C)C)cc1 (stereo not drawn) | -8 | -2 | -1 | 0 | 1[fluorescence artefact?] | 8 | 0.41 | 0 | -26[20 µM] |
| C=CCOc1c(Cl)cc(CNc2ccc3[nH]c(=O)[nH]c3c2)cc1OC | -8 | -1 | -4 | 6[fluorescence artefact?] | 28[fluorescence artefact?] | -20 | -1.5 | 12 | -7 |
| CN(c1ccccc1)S(=O)(=O)c1ccc(Cl)c(C(=O)OCC(=O)NCc2ccco2)c1 | 0 | -4 | -19 | 0 | 5 | -11 | -3.3 | . | -18 |
| C=C1CCN([C@H](C(=O)NCc2cc(OC)c(OC)c(OC)c2)C(C)C)S(=O)(=O)c2ccccc21 | 1 | -1 | 2 | -1 | -3 | -16 | 1.2 | 7 | -25 |
| C=CCc1ccc(OCCCCN2CCC(C)CC2)c(OC)c1 | -12 | -15 | -5 | 14 | 7 | 4 | -0.86 | -1 | -20 |
| Cc1nc2sc(C(c3ccc(C(C)C)cc3)N3CCN(CCO)CC3)c(O)n2n1 (stereo not drawn) | -4 | -1 | -3 | 7[fluorescence artefact?] | -4[fluorescence artefact?] | -4 | 1.1 | -8 | -7 |
| Cc1cc([N+](=O)[O-])ccc1NC(=O)c1cncc(Br)c1 | -1 | -2 | -21 | -8 | -2 | -12 | 0.8 | . | -25 |
| O=C(COC(=O)CCc1nc2ccccc2s1)NCc1ccco1 | -2 | -11 | -6 | -3 | 2 | 1 | -1.1 | -4 | 2 |
| C=CCn1cnc2c(nnn2-c2ccc(C)c(Cl)c2)c1=O | -6 | 4 | -7 | -12 | -1 | 1 | -0.88 | 35 | -7 |
| COc1ccc(/C=C/C(=O)NC(=S)NNC(=O)c2cccs2)cc1 | -3 | 5 | -7 | -21 | 1 | -15 | 12* | -1 | -30 |
| COc1cccc(C2=CC(c3cccc(OC)c3OC(F)F)n3nnnc3N2)c1 (stereo not drawn) | 4 | -6 | -13 | -5 | 0[fluorescence artefact?] | -23 | 2 | 6 | -15[20 µM] |

Compounds as they come. Share with any hit: about 4.7%.
